# EPAC2 antag – blocks human EPAC2 exchange factor; 0.18% of 360,000 active; AID 720708; Q8WZA2; EPAC2 GEF exchange of Rap1B-BODIPY-GDP, fluorescence; Potency, µM (titrated, usually from 114 µM), for the others: at the top dose activity, negative = inhibition, hits mostly inhibitors; also: % is scaled to controls: 0 for no effect and ±100 for the full control effect; nearly all actives have a fitted effect of over 45% in size; many of its hits are not listed in these tables
# FUS suppressor – rescues growth of FUS-expressing yeast; S. cerevisiae FUS-expressing, growth rescue, OD600, 24 h; Potency, µM (titrated, usually from 76.6 µM), without a hit: top-dose growth rescue (activation), actives largely listed as activators; 0.24% of 390,000 active;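 also: plate controls were DMSO vehicle for no effect and reference control for full effect; nearly all actives have a fitted effect of over 55% in size; some results filed as inactive show a strong effect at the top dose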
#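 Compound concentration series was pinned onto galactose-induced FUS-expressing yeast seeded at OD 0.005. Plates sat 24hr at 30C; absorbance at 600 nm gave growth. DMSO served as background control.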
# PTHR1 ag – agonists of human PTHR1 parathyroid hormone receptor; 0.075% of 410,000 active; HEK293 GP2 PTHR1 cells, GloSensor cAMP luminescence, 1 h; Potency, µM (top dose mostly 115 µM), for the others: top-dose activation, usual class: activators; also: nearly all actives have a fitted effect of over 55% in size; some results filed as inactive show a strong effect at the top dose; inactives centre near -15; many of its hits are not listed in these tables
#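 HEK-293-derived GP2 cells expressing PTHR1 and a GloSensor cAMP reporter, 3,000/well, plated overnight, given luciferin plus IBMX (each 0.5 mM as added) for 1 h at 37 °C, then compound for 1 h at 37 °C. Luminescence was read after 15 min at room temperature.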
# TDP43 rescue – inhibitors of TDP-43 toxicity in yeast; TDP-43 expressing yeast growth rescue, BacTiter-Glo, 24 h; Potency, µM (series often up to 46.1 µM), inactives show at the top dose growth rescue (activation), most hits filed as activators; 1.8% of 410,000 active; also: % of control where 0% means no effect; nearly all actives have a fitted effect of over 50% in size
#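 Luminescence from BacTiter-Glo reports growth of TDP-43-expressing yeast after 24 hr at 30 deg C with compound. Cells were raffinose-pregrown to mid-log, then seeded in galactose medium at OD600=0.02.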
# EPAC2 agonist – EPAC2 (human) agonism; Q8WZA2; EPAC2 activation, biochemical qHTS; response scale: 100% = 6.5 mM cAMP response; Potency, µM (highest dose often 154 µM), inactives show at the top dose activation, usual class: activators; 0.079% of 360,000 active; also: nearly all actives have a fitted effect of over 50% in size
#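 Setup: EPAC2 100 nM, labeled Rap1B complex 250 nM, free GDP 50 uM. Compound titrations pinned in, brief spin, 5 min room temperature incubation. Kinetic fluorescence read over 30 min, normalized to 6.5 mM cAMP.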
# aSyn rescue – alpha-synuclein toxicity inhibition in yeast. Yeast expressing alpha-synuclein, growth rescue, BacTiter-Glo, 24 h. AID 652106. 0.14% of 370,000 active. Potency, µM (titrated, usually from 46.1 µM), for inactives: at the highest dose growth rescue (activation), usual class: activators; also: % of control where 0% means no effect; nearly all actives have a fitted effect of over 65% in size
#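 Galactose-induced alpha-syn yeast (OD600=0.02, raffinose-pregrown) + pinned cpd, 24 hr, 30 deg C; growth by BacTiter-Glo luminescence. Growth restoration scores as activation.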
# EPAC1 ag – EPAC1 (human) agonism; O95398; EPAC1 agonist qHTS, biochemical assay; response scale: 100% = response to 6.5 mM cAMP; Potency, µM (top dose mostly 154 µM), inactives show top-dose activation, actives largely listed as activators; 0.073% of 360,000 active; also: nearly all actives have a fitted effect of over 60% in size
# Target sequence (O95398 whole entry, looked up): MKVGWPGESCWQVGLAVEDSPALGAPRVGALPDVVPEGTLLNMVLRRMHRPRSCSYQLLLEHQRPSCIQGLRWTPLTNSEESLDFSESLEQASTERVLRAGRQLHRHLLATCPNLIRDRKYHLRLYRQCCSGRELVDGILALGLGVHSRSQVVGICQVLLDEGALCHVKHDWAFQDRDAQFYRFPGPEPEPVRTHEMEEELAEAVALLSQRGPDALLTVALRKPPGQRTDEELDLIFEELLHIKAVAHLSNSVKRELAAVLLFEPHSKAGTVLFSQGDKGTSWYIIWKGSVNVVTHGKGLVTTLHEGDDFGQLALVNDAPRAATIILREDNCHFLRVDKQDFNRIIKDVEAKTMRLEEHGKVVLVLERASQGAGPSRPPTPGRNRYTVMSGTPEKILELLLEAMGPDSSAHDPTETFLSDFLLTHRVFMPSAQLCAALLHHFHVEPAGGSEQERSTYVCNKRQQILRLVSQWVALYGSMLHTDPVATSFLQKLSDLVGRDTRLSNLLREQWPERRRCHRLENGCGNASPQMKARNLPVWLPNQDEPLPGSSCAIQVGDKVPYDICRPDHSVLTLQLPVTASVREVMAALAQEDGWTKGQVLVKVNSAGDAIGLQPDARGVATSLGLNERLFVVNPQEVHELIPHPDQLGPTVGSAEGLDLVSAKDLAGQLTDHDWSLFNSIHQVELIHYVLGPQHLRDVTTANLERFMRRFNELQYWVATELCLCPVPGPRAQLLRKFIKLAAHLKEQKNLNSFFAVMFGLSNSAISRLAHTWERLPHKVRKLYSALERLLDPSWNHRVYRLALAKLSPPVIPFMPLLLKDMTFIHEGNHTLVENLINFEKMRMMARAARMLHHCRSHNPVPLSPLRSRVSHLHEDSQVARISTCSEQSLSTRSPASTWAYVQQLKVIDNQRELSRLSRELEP
#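 Multi-concentration qHTS readout: loss of Rap1B-bound BODIPY-GDP fluorescence driven by 100 nM EPAC1 with excess GDP (50 uM), monitored kinetically at room temperature; agonist response expressed relative to 6.5 mM cAMP.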
# EPAC1 antagonist – blocks human EPAC1 exchange factor; EPAC1 GEF assay, Rap1b-BODIPY-GDP exchange fluorescence; Potency, µM (top dose mostly 115 µM), without a hit: at the highest dose activity change, negative = inhibition, usual class: inhibitors; 0.14% of 360,000 active;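 also: plate controls were vehicle for no effect and positive control for full effect; nearly all actives have a fitted effect of over 50% in size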
# * marks the source's active call; other numbers are inactive results; i = inactive; ? = inconclusive; . = no result given; & = joins results of further samples; [ ] = dose if it differs, or a comment. Calls follow the shape of the dose curve; as a rule, active = well fitted curve in the direction sought with a large enough effect; inconclusive = small, poorly fitted or top-dose-only effect, or another doubt; inactive = no such curve, though single readings can be large; an effect the other way counts as inactive or inconclusive. Potency is read from the fitted curve at half-maximal effect. Not all compounds are listed; count on the stated rates, not on these rows.
SMILES,EPAC2 antag,FUS suppressor,PTHR1 ag,TDP43 rescue,EPAC2 agonist,aSyn rescue,EPAC1 ag,EPAC1 antagonist
O=C1CCCCN1CCCC(=O)N1CCCC(Nc2ccc(F)c(F)c2)C1 (stereo not drawn),-29%,.,i,0%,9%,3%,3%,-10%
COC(=O)C1=C(C)NC(C)=C(C(=O)OC)C1C(=O)OCc1nc2cc(C(=O)OC)ccc2c(=O)[nH]1,7%,13%,i,11%,1%,0%,4%,-3%
COc1ccc(-c2ccnc(SCC(=O)Nc3ccccn3)n2)cc1,7%,3%,-9%,21%,23%,0%,2%,7%
COc1ccc(CNC(=O)COC(=O)c2ccc(C)c(S(=O)(=O)N3CCOCC3)c2)cc1OC,-6%,9%,i,9%,7%,-5%,1%,-11%
CC(=O)N1c2ccc(S(=O)(=O)CCC(=O)O)cc2CC1C (stereo not drawn),2%,-35%,i,8%,-8%,0%,-7%,6%
CC1(C(=O)Nc2ccc3c(c2)OCCO3)CN(S(C)(=O)=O)CC(=O)N1Cc1cccs1 (stereo not drawn),-6%,5%,i,8%,0%,3%,5%,7%
CCC(C)(C)NC(=O)CN(C(=O)c1snc(C(N)=O)c1N)c1ccc2c(c1)OCCO2,0%,8%,-10%[57.5 µM],-13%,-12%,3%,4%,1%
c1ccc(CNn2nnc3ccccc32)cc1,5%,-21%,-35%[inhibitor],0%,5%,1%,3%,9%
Cc1coc2cc3oc(=O)c(CC(=O)N(C)CC(=O)O)c(C)c3cc12,16%,2%,i,-17%,-3%,0%,3%,-12%
COc1cc(/C=N/NC(=O)c2cccs2)ccc1OCc1ccccc1,3%,-20%,i,-12%,-4%,.,19%,-20%
CC1Cc2nc(SCC(=O)Nc3ccc4c(c3)OCCO4)n(C)c(=O)c2S1 (stereo not drawn),-2%,30%,-30%,-10%,3%,0%,-3%,19%
COc1cccc(-c2nc(CS(=O)(=O)CC(=O)NC3CCCC3)c(C)o2)c1,15%,23%,-14%,-21%,11%,0%,-7%,8%
CCn1c(SCc2ccc(Cl)cc2Cl)nc2nc3c(cc2c1=O)CCCC3,8%,8%,?,-16%,5%,0%,-2%,13%
Cc1ccc(/C([O-])=C(/C(=S)NCc2ccccc2)[n+]2cccc(CO)c2)cc1[N+](=O)[O-],2%,?,i,0%[9.22 µM],5%,-8%,4%,-6%
Cc1ccc(C(C)NC(=O)c2ccncc2)cc1C (stereo not drawn),12%,4%,-32%[inhibitor],-12%,6%,-5%,3%,-14%

# Just EPAC1 ag, for six of the compounds above:
Structure | EPAC1 ag
c1ccc(CNn2nnc3ccccc32)cc1 | 3%
Cc1coc2cc3oc(=O)c(CC(=O)N(C)CC(=O)O)c(C)c3cc12 | 3%
COc1cc(/C=N/NC(=O)c2cccs2)ccc1OCc1ccccc1 | 19%
CC1Cc2nc(SCC(=O)Nc3ccc4c(c3)OCCO4)n(C)c(=O)c2S1 (stereo not drawn) | -3%
COc1cccc(-c2nc(CS(=O)(=O)CC(=O)NC3CCCC3)c(C)o2)c1 | -7%
CCn1c(SCc2ccc(Cl)cc2Cl)nc2nc3c(cc2c1=O)CCCC3 | -2%

# The listing continues:
SMILES,EPAC2 antag,FUS suppressor,PTHR1 ag,TDP43 rescue,EPAC2 agonist,aSyn rescue,EPAC1 ag,EPAC1 antagonist
CCCC(C(=O)NC1CCCC1)N(Cc1ccc(F)cc1)C(=O)c1snc(C(N)=O)c1N (stereo not drawn),-2%,21%,i,-10%,-7%,6%,-1%,-18%
CCOC(=O)/C=C/COc1ccccc1[N+](=O)[O-],-9%,6%,-19%,20%,6%,-14%,-3%,-18%
c1ccc(Cc2nnc(-c3ccccc3)o2)cc1,11%,-11%,-33%,?,-2%,4%,-7%,18%
CCOc1ccc(NCc2cccn2-c2nnc(N3CCC(C(=O)NCCCN4CCCCC4C)CC3)s2)cc1 (stereo not drawn),-5%,31%,i,15%,2%,0%,-2%,-7%
Cc1ccc(C(c2sc3nc(C)nn3c2O)N2CCN(c3ccccc3F)CC2)cc1 (stereo not drawn),3%,16%,3%[57.5 µM],-11%,-4%,-18%,3%,20%
CC(=O)/C(=N\Nc1ccc(Cl)cc1)Sc1nnc(-c2ccccc2)n1-c1ccccc1,-2%,23%,-23%,0%,-7%,-3%,-20%,0%
CN(C)c1nc(N/N=C/c2ccccc2O)nc(Nc2ccc(F)cc2)n1,-16%,5%,-1%,?,9%,-62%[inhibitor],15%,-24%
O=C(CN1CCN(c2ncccn2)CC1)N1CCCC1,5%,2%,i,19%,4%,0%,-3%,-23%
O=C(COc1ccccc1O)Nc1ccccc1Cl,3%,2%,-16%,?,9%,-6%,11%,2%
O=C(O)c1ccc2c(c1)[C@@H]1C=CC[C@@H]1[C@H](c1ccccn1)N2,1%,?,i,9%,12%,0%,8%,5%
CCOc1ccccc1NC(=O)C(OC(=O)c1cnccn1)c1ccccc1 (stereo not drawn),9%,15%,i,?,-5%,6%,4%,-1%
N#CCCN(Cc1ccccc1)C(=O)c1nccnc1C(=O)O,5%,-19%,-28%,15%,-4%,12%,-12%,3%
CCOC(=O)[C@]12CCC=C1N(CCC1=CCCCC1)C(=O)[C@H](CC(=O)NCCCCc1ccccc1)C2,-7%,?,-18%,23%,6%,-11%,-16%,-15%
COCCn1c(SC(C(=O)Nc2cc(C)ccc2OC)c2ccccc2)nnc1-c1ccc(Cl)cc1 (stereo not drawn),-6%,.,i,21%,8%,12%,12%,-10%
CC(C)CN1CCN(Cc2cnc(-c3ccc(Cl)cc3)nc2)CC1CCO (stereo not drawn),-1%,0%,-27%,7%,10%,6%,5%,-3%
CC(C)OC(=O)Nc1ccc2c(c1)N(C(=O)CCN(C)C)c1ccccc1CC2,9%,-9%,-1%,10%,14%,-4%,4%,-11%
CC1CCCN(C(=O)Cn2nnc(-c3cccnc3)n2)C1 (stereo not drawn),-1%,27%,-1%[57.5 µM],-17%,8%,0%,6%,0%
CC(=O)Nc1cccc(C)c1,-5%,-33%,i,4%,11%,1%,-10%,-21%
COC(=O)c1ccccc1-c1ccc(/C=N/NC(N)=O)o1,-2%,19%,-14%,-7%,8%,1%,-3%,-21%
CC(C)OCCCn1c(=O)c2ccccc2n2c(CCC(=O)NC3CCN(Cc4ccccc4)CC3)nnc12,-1%,9%,i,-9%,5%,1%,8%,-23%
Cc1ccc(C(=O)O)cc1NC(=S)NC(=O)C(c1ccccc1)c1ccccc1,-5%,?,-26%,12%,4%,2%,-1%,-5%
COc1ccccc1N=C1NC(=O)/C(=C/c2ccc(N(C)C)cc2)S1,39%[activator],6%,-16%,-9%,25%,-6%,22%,18%
O=C(COC(=O)c1cc([N+](=O)[O-])ccc1N1CCOCC1)Nc1cccc(F)c1,-16%,5%,i,-5%,1%,-3%,-8%,-17%
COc1ccc(NC(=O)NN2CCN(C)CC2)c(OC)c1,6%,-6%,i,-11%,2%,0%,-4%,-3%
Fc1ccc(-c2nc(-c3cccs3)[nH]c2-c2ccc(F)cc2)cc1,-14%,.,-12%,14%,4%,0%,6%,-19%
Cc1nn(C)cc1CNC(=O)Nc1ccc(Cl)c(Cl)c1,8%,11%,0%,4%,-1%,-1%,-3%,5%
Cc1nc2cc(C(=O)O)ccc2n1-c1ccccc1,0%,-10%,-21%,0%,11%,7%,-9%,7%
N=c1c(C(=O)NC2CCCC2)cc2c(=O)n3ccccc3nc2n1CCN1CCOCC1,4%,17%,-12%[57.5 µM],-7%,3%,-6%,-6%,10%
CSCCC(NC(=O)COc1ccccc1)C(=O)N(C)Cc1c(F)cccc1Cl (stereo not drawn),?,29%,-1%,-12%,-14%,8%,-8%,-6%
Cc1ccc(/C=N/NC(=O)c2cccc(S(=O)(=O)N3CCOCC3)c2)o1,8%,11%,i,-3%,3%,0%,-9%,?
Cc1ccc(C)c(CNc2ccc(S(=O)(=O)N3CCCCC3)cc2)c1,-12%,19%,-33%[inhibitor],-5%,14%,1%,-1%,-19%
CCOc1ccccc1NC(=O)CCN1CCN(S(=O)(=O)c2ccc(OC)cc2)CC1,-6%,-103%[inhibitor],i,-9%,-13%,8%,-6%,-1%
CCOC(=O)[C@]12CCCC=C1N(Cc1ccccc1)C(=O)[C@H](CC(=O)NCc1ccccc1)C2,0%,37%,-14%,-16%,13%,-2%,-4%,-6%
CCc1nnc(NC(=O)CCC(=O)N2CCN(C3c4ccccc4-c4ccccc43)CC2)s1,12%,13%,i,-13%,-2%,0%,2%,9%
N#CCNC(=O)C1CC(=O)N(CCc2ccc(F)cc2)C1 (stereo not drawn),2%,24%,i,-7%,-6%,1%,7%,-17%
O=C(c1ccc(OCCN2CCCCC2)cc1)c1c(-c2ccc(O)cc2)sc2cc(O)ccc12,2%&-20%,?,i,23%&3%,7%&15%,-4%&1%&0%,-14%&-13%,-3%&-28%
COc1ccc(CCNC(=O)Cn2c(=O)n(CC3CCCO3)c(=O)c3cc(OC)c(OC)cc32)cc1OC (stereo not drawn),-3%,9%,i,18%,4%,-1%,5%,-2%
COc1ccc(S(=O)(=O)NC2CC(=O)N(c3cccc(F)c3)C2)cc1OC (stereo not drawn),2%,7%,-25%,9%,4%,-3%,-1%,2%
CC1(C)C2CC=C(/C=N/NC(=O)c3ccccc3Br)C1C2 (stereo not drawn),-14%[57.1 µM],2%,-13%,7%,3%,8%,3%,-26%
CCC(NC(=O)NCCCn1ccnc1)(C(F)(F)F)C(F)(F)F,-5%,14%,-6%[57.5 µM],-11%,6%,0%,-9%,-28%
CC1=NCC(C)c2ccccc21 (stereo not drawn),2%,-11%,i,21%,9%,3%,12%,2%
Cc1cc(C(=O)N/N=C/c2c3ccccc3cc3ccccc23)n[nH]1,2%,?,-5%,-17%,13%,16%,3%,-35%
COc1ccc(-c2cc(C(=O)NCc3cccc(Cl)c3)[nH]n2)c(C)c1,-7%,-17%,-24%,?,6%,-2%,8%,-8%

# Compound profiles, as listed above.
# `CC(C)OCCCn1c(=O)c2ccccc2n2c(CCC(=O)NC3CCN(Cc4ccccc4)CC3)nnc12` in the list: EPAC2 antag = -1%; FUS suppressor = 9%; PTHR1 ag = i; TDP43 rescue = -9%; EPAC2 agonist = 5%; aSyn rescue = 1%; EPAC1 ag = 8%; EPAC1 antagonist = -23%
# `CSCCC(NC(=O)COc1ccccc1)C(=O)N(C)Cc1c(F)cccc1Cl` (stereo not drawn) in the list: EPAC2 antag = ?; FUS suppressor = 29%; PTHR1 ag = -1%; TDP43 rescue = -12%; EPAC2 agonist = -14%; aSyn rescue = 8%; EPAC1 ag = -8%; EPAC1 antagonist = -6%

# Compound activity deposited in PubChem BioAssay by National Center for Advancing Translational Sciences (NCATS).
